# Compound activity as filed in PubChem BioAssay.
# TRPC6 act = activators of mouse TRPC6 channel | Q61143 | HEK293-TRPC6 membrane potential dye fluorescence; stronger effect = higher value | B-score at 10 µM | actives 0.13% (n = 310,000);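 active = B-score of the integrated fluorescence ratio above library mean plus 3 SD, and starting fluorescence ratio within library mean plus 5 SD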;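 also: higher score means more depolarization so channel activation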
# SKKanGAS inh = blocks kanamycin growth of S. pyogenes SKKanGAS strain | BacTiter-Glo, 6 h | inhibition, % at 7.5 µM | actives 1.3% (n = 300,000) | AID 1662;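 active = mean replicate score, as percent of positive control median, at least 50; inconclusive = mean below 50 but one replicate at or above 50; inactive = mean and every replicate below 50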;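 also: strain carries kanamycin resistance gene driven by streptokinase promoter and grows in 40 µg/ml kanamycin; loss of luminescence reflects streptokinase promoter inhibition or plain growth inhibition; 0% = median of DMSO wells and 100% = positive control at its reference dose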
# TRPC6 inh = blocks the mouse TRPC6 cation channel; Q61143; HEK293-TRPC6, membrane potential dye, ACh-evoked depolarization; stronger effect = lower value; B-score at 10 µM; actives 1.1% (n = 310,000); AID 2553;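 active = B-score under library mean minus 3 SD, initial fluorescence not abnormally high, positive integrated signal ratio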;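 also: B-score derived from integrated fluorescence ratio over the kinetic read; more negative B-score means stronger inhibition of depolarization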
# RGS4 block = inhibitors of human RGS4; HEK293 M3R/RGS4 inducible, Fluo-4 calcium flux; stronger effect = higher value; triggered by carbachol at its EC20; B-score at 10 µM; actives 0.45% (n = 310,000); AID 463165;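 active = B-score, a plate-corrected calcium signal, over three deviations above library mean, with baseline fluorescence within five deviations of library mean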;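 also: RGS4 expression induced by doxycycline in cells with stable M3 receptor; B-score is computed from the integrated fluorescence ratio over baseline after carbachol; higher B-score means a larger calcium signal and so more RGS4 inhibition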
# Target sequence (P49798 whole entry, looked up): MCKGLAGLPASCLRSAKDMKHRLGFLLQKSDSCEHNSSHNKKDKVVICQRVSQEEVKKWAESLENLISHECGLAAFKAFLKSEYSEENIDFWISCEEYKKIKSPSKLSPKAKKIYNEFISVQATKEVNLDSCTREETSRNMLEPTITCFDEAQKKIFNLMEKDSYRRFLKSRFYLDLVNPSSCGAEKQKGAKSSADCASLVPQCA
# HIF act = HIF pathway transcriptional activation; U2OS HRE-luciferase reporter, luminescence; normalized: DMSO 0%, desferrioxamine 100%; activation, % at 7.5 µM (by protocol); actives 0.32% (n = 300,000); AID 1910;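 active = mean activation of at least 10% of the iron chelator positive control signal, with at least half of replicates also reaching 10%; inconclusive = mean and replicate majority disagree about reaching 10%; inactive = mean and most replicates under 10%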
# MrgX1 agonist = human MrgX1 receptor agonism, primary screen. B-score at 10 µM. AID 588627. MrgX1-HEK293 cells, Fluo-4 calcium fluorescence, agonist mode; stronger effect = higher value. actives 0.44% (n = 310,000);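 active = calcium response B-score plate-corrected fluorescence ratio at least 3 library SD, with starting fluorescence B-score inside 5 SD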
# Target sequence (Q96LB2 whole entry, looked up): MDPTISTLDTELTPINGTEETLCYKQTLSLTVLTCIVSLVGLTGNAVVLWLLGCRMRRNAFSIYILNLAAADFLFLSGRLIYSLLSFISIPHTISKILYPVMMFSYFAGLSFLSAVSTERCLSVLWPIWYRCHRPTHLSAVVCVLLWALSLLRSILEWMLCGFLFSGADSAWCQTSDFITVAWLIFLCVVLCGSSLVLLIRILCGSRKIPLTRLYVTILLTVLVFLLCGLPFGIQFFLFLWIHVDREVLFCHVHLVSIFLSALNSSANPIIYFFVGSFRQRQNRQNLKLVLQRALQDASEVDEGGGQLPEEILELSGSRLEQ
#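 System – MrgX1-expressing HEK293 cells · Incubation – cells plated overnight, dye loaded 0.5 h 37 °C, 0.5 h room temperature · Technique – kinetic Fluo-4 NW fluorescence of intracellular calcium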
# MrgX1 antag = antagonists of human MrgX1 receptor; actives 1.3% (n = 310,000); MRGX1-HEK293 calcium flux, Fluo-4, BAM8-22 antagonism; stronger effect = lower value; AID 588676; B-score at 10 µM;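 active = calcium-response B-score plate-corrected more than 3 library SD below zero, starting fluorescence within 5 deviations, no agonist response on first addition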;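 also: peak minus trough fluorescence over baseline after final BAM8-22 challenge near maximal dose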
# TRPC4 inh = blocks the mouse TRPC4 cation channel. Q9QUQ5. HEK293 TRPC4beta/mu-opioid, DAMGO-evoked Fluo4 calcium flux; stronger effect = lower value. B-score at 10 µM. actives 0.39% (n = 300,000). AID 2247;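 active = B-score over 3 SD under the library average, no early fluorescence shift, positive overall ratio signal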
#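 test system = HEK293 cells with stable TRPC4beta plus mu-opioid receptor expression | detection = Fluo4 Ca2+ flux fluorescence | read-out = integrated fluorescence ratio relative to baseline, converted to per-well B score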
# MrgX1 allo act = allosterically activates human MrgX1 receptor signaling; MrgX1-HEK293, Fluo-4 calcium flux, FDSS; stronger effect = higher value; B-score at 10 µM; actives 0.63% (n = 310,000);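 active = plate-corrected calcium response at least 3 library SD above typical, normal starting fluorescence, not activating the receptor alone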;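 also: compound read alongside a low EC10 to EC30 dose of BAM8-22 agonist; peak minus trough fluorescence over baseline measured at the second addition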
# Platelet DG rel = modulates dense granule release in human platelets | human platelet-rich plasma, SFLLRN dense granule ATP release, luminescence | inhibition, %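 (compounds screened at 7.5 µM in platelet-rich plasma)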 | actives 0.22% (n = 300,000) | AID 1663;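 active = mean replicate score, as percent of positive control, at or above 50; inconclusive = mean below 50 but at least one replicate at or above 50; inactive = mean and every replicate below 50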
# RGS4 act = RGS4 potentiation or activation; AID 463111; B-score at 10 µM; actives 0.92% (n = 310,000); HEK293 M3R/inducible RGS4, carbachol calcium flux Fluo4; stronger effect = lower value;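 active = B-score of the integrated calcium signal more than 4 SD below the library mean, with starting fluorescence not abnormally high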;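 also: negative B-score means reduced calcium response which marks RGS4 activation or potentiation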
#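 System: HEK293 FlpIn-TREx cells, stable M3R, doxycycline-inducible RGS4. Timing: overnight RGS4 induction, 30 min dye load 37 °C, 20 min compound RT. Also added: carbachol, ECmax concentration. Measured by: Fluo4 fluorescence kinetic imaging of calcium. Evaluation: integrated calcium ratio converted to B score.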
# * marks the source's active call; other numbers are inactive results; i = inactive; ? = inconclusive; nt = not tested or not shown; & = joins results of further samples. Random draw from the library. Share with any hit: about 6.1%.
molecule,MrgX1 antag,TRPC6 inh,TRPC6 act,MrgX1 agonist,RGS4 act,MrgX1 allo act,TRPC4 inh,Platelet DG rel,SKKanGAS inh,RGS4 block,HIF act
COc1ccc(Nc2ccc([N+](=O)[O-])cn2)cc1,i,i,i,i,i,i,i,2,3,i,3.3
CN(Cc1ccccc1)C(=O)C1CCN(Cc2ccc(F)cc2)CC1,i,i,i,i,i,i,i,-4,-3,i,-0.3
COCCOc1ccc(C(F)(F)F)cc1NC(=O)COC(=O)c1c(C)noc1C,i,i,i,i,i,i,i,0,0,i,-0.2
COc1cc(C(=O)NCCC(=O)NC2CCC(C)CC2)cc(OC)c1OC (stereo not drawn),i,i,i,i,i,i,i,-13,3,i,0.6
CCN1C(=O)c2cccc3c(NS(=O)(=O)c4ccc(NC(C)=O)cc4)ccc1c23,i,i,i,i,i,i,i,-2,2,i,0.0
Cc1ccc(S(=O)(=O)N2CCN(C(=O)CC(C)n3cncn3)CC2)cc1 (stereo not drawn),i,i,i,i,i,i,i,14,1,i,0.4
N=c1ccn(Cc2ccc(Cl)c(Cl)c2)cc1,i,i,i,i,i,i,i,2,2,i,0.7
O=C(NCCc1cnn(-c2ccccc2)c1)c1cc(COc2c(F)cccc2F)on1,i,i,i,i,i,i,i,-1,-2,i,0.6
N=c1c2c(-c3ccccc3)c(-c3ccccc3)oc2ncn1CCCN1CCOCC1,i,i,i,i,i,i,i,-3,4,i,-1.2
COc1ccc(C2NC3=C(CCC3)C3(C#N)C4(N=C(N)C23C#N)OCCO4)cc1 (stereo not drawn),i,i,i,i,i,i,i,6,3,i,-1.4
N#Cc1ccc(COC(=O)c2ccc3c(c2)OCO3)cc1,i,i,i,i,i,i,i,-13,-2,i,0.1
O=C(NCc1ccccc1)C1=C[C@H](c2csc3ccccc23)C[C@H](OCc2ccc(CO)cc2)O1,i,i,i,i,i,i,i,0,28,i,-0.3
O=C(CN1CCCC1)Nc1nc(-c2ccc3c(c2)CCN3C(=O)c2ccccc2F)cs1,i,i,i,i,i,i,i,7,9,i,2.7
CCCc1cc(=O)n2[nH]c(-c3cc(OC)c(OC)c(OC)c3)nc2n1,i,i,i,i,i,i,i,6,2,i,-0.2
Cc1c(Cl)cccc1NC(=S)NCc1ccco1,i,i,i,i,i,i,i,-3,16,i,-0.4
O=C(NCc1ccccc1Cl)NC(=O)c1csc([N+](=O)[O-])c1,i,i,i,i,i,i,i,-6,7,i,-0.8
Cc1cc(C(=O)NCc2csc(-c3ccccc3)n2)no1,i,i,i,i,i,i,i,-10,7,i,2.2
O=C(CSc1ncn[nH]1)Nc1c(Br)cc([N+](=O)[O-])cc1Br,i,i,i,i,i,i,i,21,-1,i,-7.8
Cc1ccc(NS(=O)(=O)c2cccc(C(=O)NCCCN3CCCC3=O)c2)cc1,i,i,i,i,i,i,i,-12,-6,i,0.0
CC1=NN(c2ccc(C)cc2)C(=O)/C1=C\C=C\c1ccccc1,i,i,i,i,i,i,i,5,-10,i,0.2
CO/N=C(\C(=O)N[C@@H]1C(=O)N2C(C(=O)O)=C(COC(N)=O)CS[C@H]12)c1ccco1,i,i,i,i,i,i,i,-1,102*,i,0.0
COC(=O)c1ccccc1NC(=O)C1CC(=O)N(c2ccc(F)cc2)C1 (stereo not drawn),i,i,i,i,i,i,i,4,-6,i,-0.5
CC(/C=N/n1c(COc2ccccc2)n[nH]c1=S)=C\c1ccco1,i,i,i,i,i,i,i,8,5,i,-0.1
CC(=O)c1ccc(O)c(CC=C(C)C)c1,i,i,i,i,i,i,i,-1,7,i,0.4
Cc1ccccc1OC(C)C(=O)Nc1cccnc1 (stereo not drawn),i,i,i,i,i,i,i,-4,5,i,0.1
N#CC1(NC(=O)COC(=O)CSc2ccc(F)cc2)CCCCC1,i,i,i,i,i,i,i,7,16,i,0.3
COC(=O)c1ccc(C(=O)N2CCCC(N3CCN(c4ccc(F)cc4)CC3)C2)nc1 (stereo not drawn),i,i,i,i,i,i,i,12,-2,i,0.1
C=C[C@]1(C)C[C@@H](OC(=O)CSCCN(CC)CC)[C@]2(C)C(C)CC[C@]3(CCC(=O)[C@H]32)[C@@H](C)[C@@H]1O (stereo partly drawn),i,i,i,i,i,i,i,1&-3,104*,i,-0.3&-0.3
CC(C)Cc1nc(Cl)c(C#N)c2c1CCCC2,i,i,i,i,i,i,i,-6,-12,i,-0.6
O=[N+]([O-])c1cccc(Nc2nc(Cl)nc(Cl)n2)c1,i,i,i,i,i,i,i,0,-25,i,0.2
CC1=CCC2C(=O)N(c3cccc(C(=O)NCc4ccccc4)c3)C(=O)C2C1 (stereo not drawn),i,i,i,i,i,i,i,nt,-1,i,0.9
CCNC(=O)CP(=O)(c1ccccc1)c1ccccc1,i,i,i,i,i,i,i,1,-1,i,-0.1
Cc1[nH]c2ccccc2c1C(=O)COC(=O)c1cccc(S(=O)(=O)N2CCCCC2)c1,i,i,i,i,i,i,i,1,24,i,-0.4
Cc1ccccc1C(=O)NC(C)C1CC2CCC1C2 (stereo not drawn),i,i,i,i,i,i,i,3,1,i,-0.5
Clc1ccccc1OCc1nnc2n1CCCCC2,i,i,i,i,i,i,i,0,-6,i,-0.3
C/C(=N/NC(=O)C1CCN(S(=O)(=O)c2ccc(C)cc2)CC1)c1cccc([N+](=O)[O-])c1,i,i,i,i,i,i,i,6,1,i,-0.4
COc1cc(C2C(C(=O)c3ccc(C)o3)=C(O)C(=O)N2c2cc(C)on2)ccc1O (stereo not drawn),i,i,i,i,i,i,i,5,1,i,-0.2
CC(=O)c1cccc(Nc2nc(-c3sc(N)nc3C)cs2)c1,i,i,i,i,-7.2*,i,i,11,4,i,-2.1
CCOC(=O)Cc1nc2ccccc2[nH]1,i,i,i,i,i,i,i,-6,3,i,0.5
O=C(CNCc1ccc(Cl)cc1)Nc1ccc(C(=O)N2CCCCC2)cc1,i,i,i,i,i,i,i,13,0,i,0.2
COc1cc(C(=O)NC(CCSC)C(=O)OCc2cc([N+](=O)[O-])cc3c2OCOC3)cc(OC)c1OC (stereo not drawn),i,i,i,i,i,i,i,3,16,i,-1.0
COc1cc(/C=C2/C(=N)N3N=C(CC(=O)N4CCOCC4)SC3=NC2=O)ccc1OC(C)c1ccccc1 (stereo not drawn),i,i,i,i,i,i,i,5,5,i,1.0
O=C(CNC(=O)c1ccco1)NCC(=O)OCc1ccccc1Br,i,i,i,i,i,i,i,-3,4,i,0.0
Cc1ccc(-c2nn3c(C)nnc3c3ccccc23)cc1S(=O)(=O)NC(C)c1ccccc1 (stereo not drawn),i,i,i,i,i,i,i,?,7,i,-0.3
O=C(O)c1cccc(S(=O)(=O)Nc2cccc(S(=O)(=O)N3CCCCCC3)c2)c1,i,i,i,i,i,i,i,-1,9,i,-0.5
CCCCNC(=O)C1c2ccccc2C(=O)N(c2ccc(OC)cc2)C1c1ccc(OC)cc1 (stereo not drawn),i,i,i,i,i,i,i,-2,-1,i,0.0
CCOC(=O)c1oc2ccc(S(=O)(=O)N3CCOCC3)cc2c1C,i,i,i,i,i,i,i,0,6,i,0.1
CC(NC(=O)c1ccccc1F)c1nnc(SCc2nc3ccccc3c(=O)[nH]2)n1C (stereo not drawn),i,i,i,i,i,i,i,7,7,i,0.2
O=C(NNC(=O)C1CCCN(S(=O)(=O)c2ccc3ccccc3c2)C1)C1CC1 (stereo not drawn),nt,i,i,nt,i,nt,i,0,-1,i,0.2
Cc1c(NC(=O)c2ccccc2N(C)S(=O)(=O)c2ccccc2)c(=O)n(-c2ccccc2)n1C,i,i,i,i,i,i,i,10,-6,i,-0.4

# Shown with two lines to a compound: 2 of the compounds above.
# The line under a structure holds: MrgX1 antag | TRPC6 inh | TRPC6 act | MrgX1 agonist | RGS4 act | MrgX1 allo act | TRPC4 inh | Platelet DG rel | SKKanGAS inh | RGS4 block | HIF act
- O=C(NNC(=O)C1CCCN(S(=O)(=O)c2ccc3ccccc3c2)C1)C1CC1 (stereo not drawn)
    nt | i | i | nt | i | nt | i | 0 | -1 | i | 0.2
- Cc1c(NC(=O)c2ccccc2N(C)S(=O)(=O)c2ccccc2)c(=O)n(-c2ccccc2)n1C
    i | i | i | i | i | i | i | 10 | -6 | i | -0.4

# The list goes on:
molecule,MrgX1 antag,TRPC6 inh,TRPC6 act,MrgX1 agonist,RGS4 act,MrgX1 allo act,TRPC4 inh,Platelet DG rel,SKKanGAS inh,RGS4 block,HIF act
COc1ccccc1NC(=O)Nc1cnccn1,i,i,i,i,i,i,i,25,-15,i,-0.3
CCN1C(=O)[C@H]2[C@@H](c3ccc(-c4ccc(F)cc4)cc3)N[C@@](CC(C)C)(C(=O)OC)[C@H]2C1=O,i,i,i,i,i,i,i,-2,2,i,-0.3
CCc1ccc(NC(=O)C2CCN(S(=O)(=O)c3ccc4c(c3)NC(=O)CO4)CC2)cc1,i,i,i,i,i,i,i,5,-13,i,-0.6
COc1cccc(OC)c1C(=O)OCC(=O)/C(C#N)=C(\C)N,i,i,i,i,i,i,i,-4,-2,i,-0.6
CCOc1ccc(Br)cc1/C=N/O,i,-5.9*,16*,i,i,i,-6*,-4,-3,i,-0.1
Cc1ccc(-n2cnc(N)c2C(=O)c2cccc([N+](=O)[O-])c2)cc1,i,i,i,i,i,i,i,0,5,i,2.3
O=C(Nc1cc(-c2ccccc2)[nH]n1)c1ccc(Cl)cc1,i,i,i,i,i,i,i,2,75*,i,4.9
O=C(CNS(=O)(=O)c1ccc(F)cc1)N1CCN(c2ccc(F)cc2)CC1,i,i,i,i,i,i,i,12,0,i,nt
O=C(O)c1ccccc1/C=N/NC(=S)NCc1ccccc1,i,i,i,i,i,i,i,6,-2,i,0.0
CNC(=S)N1CCC(NC(=O)C(Cc2ccccc2)NC(C)=O)CC1 (stereo not drawn),i,i,i,i,i,i,i,-1,-7,i,-0.5
COC(=O)C(CCSC)NS(=O)(=O)c1ccc(Cl)cc1 (stereo not drawn),i,i,i,i,i,i,i,2,1,i,0.1
